# PP1 inh – blocks human PP1-alpha phosphatase, a PP5 counter-screen | P62136 | purified PP1alpha, OMFP fluorescence | inhibition, % at 6.7 µM | 320,000 tested, 0.9% active;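 active means inhibition above the mean inhibition of all tested compounds plus 3 SD, computed separately for each screening campaign, cut at about 15% in these data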
# CTSL1 counter – blocks F. hepatica cathepsin L1 in PFM18AAP counter-screen | recombinant F. hepatica cathepsin L1, Z-Leu-Arg-MCA fluorescence | inhibition, % at 5.96 µM | 300,000 tested, 0.49% active;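 active means inhibition above the mean of all tested compounds plus 3 SD, set per screening campaign, cut at about 17% in these data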;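 further: 0% = plate median of test compound wells and 100% = 1 µM Z-Phe-Ala-diazomethylketone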
# TPT1 inhibitor – inhibitors of Candida albicans tRNA 2'-phosphotransferase TPT1; recombinant caTPT1, FP RNA substrate dephosphorylation; inhibition, % at 5 µM; 300,000 tested, 0.81% active; AID 1962;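 active means inhibition above the mean of all tested compounds plus 3 SD, set per screening campaign, cut at about 24% in these data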;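 further: plate controls were DMSO alone for no effect and ferristatin control at 100 nM for full effect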
# procasp7 counter – activates human procaspase-7, counter-screen for procaspase-3 activators; P55210; recombinant procaspase-7, Ac-DEVD-pNA absorbance 405 nm; D23A/D198A/D206A triple mutant, cannot self-cleave; scale: DMSO 0, 5 µM enzyme 100; activation, % at 8.5 µM; 330,000 tested, 0.093% active;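 active means percent activation above the screen-wide mean plus 3 SD, cut at about 25% in these data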
# Target sequence (P55210 whole entry D23A/D198A/D206A): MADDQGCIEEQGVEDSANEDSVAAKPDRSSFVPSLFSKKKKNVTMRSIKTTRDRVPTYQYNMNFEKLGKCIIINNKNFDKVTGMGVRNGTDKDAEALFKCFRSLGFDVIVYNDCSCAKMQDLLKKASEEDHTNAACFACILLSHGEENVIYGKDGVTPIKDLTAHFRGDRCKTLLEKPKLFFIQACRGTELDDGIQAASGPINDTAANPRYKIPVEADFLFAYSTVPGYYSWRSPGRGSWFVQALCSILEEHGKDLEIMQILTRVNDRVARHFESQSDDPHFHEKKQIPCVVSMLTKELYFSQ
#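 Assay system: Uncleavable procaspase-7 mutant enzyme / Input: 2 µM procaspase-7 mutant as dispensed / Dosing: single nominal 8.5 µM compound dose, 0.8% DMSO final / Timing: 1 h enzyme–compound preincubation and 2 h substrate reaction, both 25 °C / Detection: p-Nitroaniline absorbance at 405 nm, read at 0 and 120 min / Replication: singlicate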
# Efflux pump inh – blocks antifungal efflux pumps in multiplex yeast assay; 330,000 tested, 0.44% active; S. cerevisiae Candida pump triplex, Nile Red efflux; inhibition, % at 10 µM; AID 485275;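 active means plate passing quality check with inhibition over a set limit, or well fluorescence over plate mean plus 4 SD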;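 further: Nile Red retained in pooled yeast measured as flow cytometry median fluorescence; 0% = buffer negative control and 100% = Enniatin B positive control; higher means more Nile Red kept so more efflux inhibition; some compounds called inactive have numbers as strong as hits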
# proCasp3 act – procaspase-3 (human) activation | P42574 | recombinant procaspase-3 D3A, Ac-DEVD-pNA absorbance 405 nm | activation, % at 8.5 µM | 330,000 tested, 0.11% active;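 active means activation above the mean of all tested compounds plus 3 SD, cut at about 21% in these data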;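 further: 0% = DMSO alone and 100% = DMSO wells spiked with extra 5 µM PC-3 D3A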
# Target sequence (P42574 whole entry D9A/D28A/D175A): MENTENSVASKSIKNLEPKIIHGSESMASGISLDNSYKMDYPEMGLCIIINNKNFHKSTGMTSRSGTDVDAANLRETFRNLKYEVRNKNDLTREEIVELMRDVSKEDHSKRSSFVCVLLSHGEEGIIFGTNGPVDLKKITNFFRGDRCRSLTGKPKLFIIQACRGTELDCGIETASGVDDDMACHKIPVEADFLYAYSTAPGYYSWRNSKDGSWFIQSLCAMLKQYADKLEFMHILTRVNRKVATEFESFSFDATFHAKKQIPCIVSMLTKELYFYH
#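 Assay system: Autoprocessing-dead procaspase-3 D3A mutant enzyme; also added: Ac-DEVD-pNA; doses: one concentration, 8.5 µM nominal, 0.8% DMSO; times: 1 h compound preincubation, 2 h substrate hydrolysis at 25 °C; technique: 405 nm absorbance of p-nitroaniline, reads at 0 and 120 min; measure: % activation between DMSO and enzyme-spiked controls; repeats: single replicate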
# core dimer inh – blocks dimerization of HCV core protein. AID 1899. TR-FRET GST/Flag-core106 dimerization, 1536-well. 300,000 tested, 0.33% active. inhibition, % at 5 µM;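 active means inhibition above the mean of all tested compounds plus 3 SD, set per screening campaign, cut at about 45% in these data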
#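 Assay system – GST-tagged and Flag-tagged HCV core protein residues 1-106 · Quantity – core106 proteins, GST 13.5 nM and Flag 17 nM · Benchmarks – unlabelled core106 and no-GST-core106 wells · Read-out basis – percent inhibition of core106 dimerization signal · Detection – time-resolved FRET, ex 340 nm, em 617 and 671 nm · Schedule – 4 h at 22.5 °C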
# PP5 primary – blocks human protein phosphatase 5 activity; inhibition, % at 6.7 µM; purified PP5c, OMFP substrate fluorescence; AID 1987; 320,000 tested, 0.18% active;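 active means inhibition above the campaign's mean inhibition across all tested compounds plus 3 SD, cut at about 9.5% in these data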;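 further: 0% = DMSO only and 100% = 100 µM cantharidin control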
# Target sequence (P53041 whole entry, looked up): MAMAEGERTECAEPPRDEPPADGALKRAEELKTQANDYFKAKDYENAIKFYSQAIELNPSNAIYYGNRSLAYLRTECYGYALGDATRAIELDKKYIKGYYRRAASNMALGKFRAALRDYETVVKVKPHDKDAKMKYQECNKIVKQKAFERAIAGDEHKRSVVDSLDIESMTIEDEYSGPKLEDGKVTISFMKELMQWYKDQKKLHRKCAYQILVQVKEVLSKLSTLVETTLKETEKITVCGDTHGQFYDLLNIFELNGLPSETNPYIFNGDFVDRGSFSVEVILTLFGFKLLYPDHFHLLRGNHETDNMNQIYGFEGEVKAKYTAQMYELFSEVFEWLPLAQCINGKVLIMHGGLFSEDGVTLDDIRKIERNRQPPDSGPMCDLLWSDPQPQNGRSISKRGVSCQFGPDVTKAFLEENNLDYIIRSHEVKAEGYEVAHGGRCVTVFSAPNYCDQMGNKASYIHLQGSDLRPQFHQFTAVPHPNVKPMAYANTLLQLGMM
# GASC-1 inh – blocks human GASC-1 demethylase activity. inhibition, % at 2.35 µM. 330,000 tested, 0.069% active. AID 2099. GST-JMJD2C(1-420) H3K9me3 demethylation, DELFIA europium;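 active means more than half of a compound's replicate wells show inhibition beyond 50%, single wells judged on their own value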;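 further: signal counts dimethyl H3K9 product captured on neutravidin plate; 0% = median of DMSO wells and 100% = 0.3 times that DMSO median; strong numbers were not always called active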
# * hit, by the source's call; i = inactive; x = no result given.
SMILES,Efflux pump inh,proCasp3 act,CTSL1 counter,procasp7 counter,PP1 inh,core dimer inh,GASC-1 inh,PP5 primary,TPT1 inhibitor
CN(C)c1ccc(/C=C/C(=O)c2cccc(Br)c2)cc1,0.5,-19,1,-19,-7,-2,2,7.4,99*
O=C(COC(=O)c1ccc(Br)o1)NCc1ccccc1Cl,0.2,-10,x,3,x,x,4,x,x
O=C(CSc1ccc2ccccc2n1)NCCC1=CCCCC1,0.1,2,2,-7,1,19,19,3.8,-4
Cc1ccc(NC(=O)/C=C/c2ccc([N+](=O)[O-])s2)c(C)c1,0.1,-1,-2,12,-5,-7,6,-3.5,3
O=C(O)C/C=C(\NC(=O)OCc1ccccc1)C(=O)OCc1ccccc1,0.0,-2,-7,-4,0,-2,5,1.7,-2
CC(=O)Nc1ccc(S(=O)(=O)N2CCC(C(=O)NCCC(=O)Nc3ccccc3)CC2)cc1,0.0,4,-2,0,-3,-6,-6,0.9,0
Nc1ccc(-c2nc3cc(N)ccc3o2)cc1,-0.1,10,-2,-3,1,-6,17,3.1,0
COCCC(=O)N1CCC(Oc2ccc(C(=O)NCCC3=CCCCC3)cc2)CC1,-0.1,-1,-2,10,-3,-2,2,0.5,-2
CC(C)Oc1ccc(CNC(=S)Nc2ccccc2)cc1Cl,-0.1,9,0,3,1,0,7,3.8,-3
COc1ccc(NC(=O)CNC(=O)Cc2cccc3ccccc23)c(OC)c1,0.1,-3,0,-7,-4,14,-1,1.3,6

# Additional entries.
SMILES,Efflux pump inh,proCasp3 act,CTSL1 counter,procasp7 counter,PP1 inh,core dimer inh,GASC-1 inh,PP5 primary,TPT1 inhibitor
Cc1ccccc1-c1nnn(CC(=O)Nc2cccc(S(N)(=O)=O)c2)n1,0.1,-3,-5,6,6,2,-4,-1.2,-2
CC1(C)N=C(N)N=C(N)N1c1cccc(C(=O)O)c1,0.0,-2,-1,2,0,3,11,2.9,-3
CCOC(=O)C1CCN(c2nc3ccccc3nc2C(C#N)C(=O)OC(C)C)CC1 (configuration not stated),0.0,-1,2,-11,3,-4,44,2.1,1
CC(=O)c1ccc(N(C(=O)CNC(=O)c2ccco2)C(C(=O)NC2CCCC2)c2ccco2)cc1 (configuration not stated),-0.2,6,3,5,2,-2,3,0.9,-4
C1CCN=C(NC23CC4CC(CC(C4)C2)C3)CC1,-0.1,1,-5,1,-2,-7,-2,4.0,-2
O=[N+]([O-])c1ccccc1Oc1ncccc1[N+](=O)[O-],0.0,0,-2,3,-4,-6,-6,-1.8,1
O=C1CC(C(=O)N2CCOCC2)C2(CCCCC2)O1 (configuration not stated),-0.1,-1,-1,-1,-3,-7,i,1.2,1
COc1ccccc1NS(=O)(=O)c1ccc(C(=O)NCC2(N(C)C)CCCCC2)cc1,0.0,-4,2,15,-5,-6,-13,-1.1,-2
O=C(C[N+]1(CC#Cc2ccccc2)CCCCC1)c1ccc(Cl)cc1,-0.1,-3,11,0,5,-1,-4,-1.9,-1
COc1ccc(CN2C(=O)Cc3c2nc(N)c2c(N)nc(N4CCCCC4)c(C#N)c32)cc1,0.1,-13,-6,-10,26*,56*,13,8.1,31*

# More compounds
SMILES,Efflux pump inh,proCasp3 act,CTSL1 counter,procasp7 counter,PP1 inh,core dimer inh,GASC-1 inh,PP5 primary,TPT1 inhibitor
O=C(CCN1C(=O)c2ccccc2C1=O)Nc1ccc(S(=O)(=O)NC2=NCCCCC2)cc1,-0.7,3,5,13,-2,-3,8,4.6,-3
O=C1c2nccnc2C(=O)N1c1ccc(C(F)(F)F)cc1,0.1,-4,2,-1,-2,0,15,-0.3,4
Cc1cccc(NC(=O)c2cc(NC(=O)C3CC=CCC3C(=O)O)ccc2N2CCOCC2)c1 (configuration not stated),-0.1,1,-2,-7,0,-4,3,1.7,-2
Nc1nonc1-n1nnc(C(=O)N/N=C/c2ccncc2)c1-c1cccs1,0.2,15,-2,1,-2,8,3,4.8,0
Cc1c(C(=O)Nc2cccc([N+](=O)[O-])c2)csc1-c1ccccc1,-0.2,-4,1,3,0,3,17,8.8,-3
O=C(/C=C/Nc1ccccc1O)c1ccco1,-0.1,-3,1,4,-2,-4,5,0.1,6
C[C@H]1CN=C(Nc2ccccc2)N1CCC1CCCCC1,0.0,-8,3,8,-1,-11,4,-0.8,-2
CC(C)c1ccccc1OCCCCCNCCO,0.0,8,-2,8,-6,4,2,1.4,-3
CCOc1ccc2ccccc2c1/C=N\NC(=O)OC,0.4,-9,2,-12,0,-14,-9,-0.5,3
CCOc1ccc(N(C)C(=O)CCc2nnc3ccc(N4CCC5(CC4)OCCO5)nn23)cc1,0.1,-2,-2,-3,-2,-11,9,1.3,-1

# The list goes on.
SMILES,Efflux pump inh,proCasp3 act,CTSL1 counter,procasp7 counter,PP1 inh,core dimer inh,GASC-1 inh,PP5 primary,TPT1 inhibitor
CCC(=O)OCn1nnc2ccccc2c1=O,0.1,3,-23,-1,-6,-5,0,-1.0,1
Nc1ccccc1C#CCCCCO,x,0,-4,0,-1,-4,7,1.1,2
COc1ccc(C(CNC(=O)COc2ccccc2C)N2CCCC2)cc1 (configuration not stated),-0.1,9,1,0,-3,-2,-6,-0.5,0
CCCC(=O)OCC(=O)Nc1cc([N+](=O)[O-])ccc1OC,-0.2,-9,-16,-2,-1,-11,-8,2.6,-4
Nc1nc(Nc2ccccc2F)nc(NCCO)c1[N+](=O)[O-],0.3,6,3,-5,0,1,4,-0.5,6
CC(C)NC(=S)N=Nc1c(O)[nH]c2ccc(C(C)C)cc12,-0.1,-5,5,2,9,-5,-12,7.1,-2
CC(=O)c1sc(NC(C)c2ccccc2)nc1C (configuration not stated),0.0,2,0,-11,-4,0,-16,-2.4,-4
C#CCNC(=O)C1=C[C@@H](c2ccc(C#C)cc2)[C@H](CCCO)[C@@H](OCC)O1,-0.1,2,-3,-5,-3,7,-6,-0.6,0
N#CC1=C(N)C(C#N)(C#N)[C@H](c2ccsc2)[C@H]2COCC=C12,0.6,3,0,-1,8,0,2,0.9,-1
COC(=O)c1ccc(NC(=S)NC(=O)c2cccnc2)cc1,0.1,-4,-3,-7,-2,-4,11,-0.3,-3

# The list continues.
SMILES,Efflux pump inh,proCasp3 act,CTSL1 counter,procasp7 counter,PP1 inh,core dimer inh,GASC-1 inh,PP5 primary,TPT1 inhibitor
COc1ccc(CNC(=O)CC(C)c2ccccc2)cc1 (configuration not stated),0.2,-2,-2,0,2,5,4,-4.2,1
O=C(c1ccc(-n2cccc2)cc1)N1CCOCC1,0.0,-3,-1,9,-1,-1,8,2.1,-5
COC(=O)NNC(=O)c1ccc(Cl)cc1Cl,0.1,1,3,3,-4,1,-1,0.6,-1
CCN(CC(=O)NCc1cccs1)C(=O)/C=C/c1cccc(Cl)c1Cl,-0.1,6,1,5,-2,-1,5,1.4,-3
O=C(O)c1cc2c(s1)-c1ccccc1CC2,0.2,-5,0,4,-1,-16,-11,-0.2,4
Cc1ccc(OCC(=O)N2CC3(C)CC2CC(C)(C)C3)cc1 (configuration not stated),0.0,0,2,4,-3,1,4,-1.7,-4
C=CCOC(=O)C1=C(C)OC(N)=C(C#N)C1c1ccoc1 (configuration not stated),0.0,-3,10,-6,2,5,9,4.8,62*
CCCCn1c(N)c(N(CC)C(=O)CSCc2ccc(C)cc2)c(=O)[nH]c1=O,-0.6,-6,3,-3,-4,1,16,-3.6,2
Cc1cc(-n2c(C)cc(C(=O)CSc3ccc4c(c3)OCCO4)c2C)no1,0.0,-5,0,1,-2,5,-2,0.5,-7
O=C(/C=C/c1cccc(Cl)c1)c1nc2ccccc2[nH]1,0.0,-3,5,2,8,5,-4,2.4,3

# (more compounds)
SMILES,Efflux pump inh,proCasp3 act,CTSL1 counter,procasp7 counter,PP1 inh,core dimer inh,GASC-1 inh,PP5 primary,TPT1 inhibitor
COc1ccc(/C=N/n2cnnc2SCc2ccccc2)cc1,-0.1,1,3,-3,1,2,1,2.4,-5
CCOC(=O)c1sc(NC(=O)/C=C/c2ccccc2)nc1C,0.0,-5,3,-8,-3,7,-23,-2.1,1
O=C1Cc2ccccc2C(=O)N1Cc1ccccc1,-0.2,0,1,13,2,42,5,5.0,3
COC(=O)C1CCN(C(=O)c2cc(S(=O)(=O)N3CCCCC3)ccc2Cl)CC1,0.2,5,x,-4,-13,x,3,0.6,x
O=[N+]([O-])c1ccccc1S(=O)(=O)N/C(=N/S(=O)(=O)c1ccccc1)c1ccccc1,0.1,7,x,-8,x,x,1,x,x
O=C(Nc1ccc2oc(-c3cccc4ccccc34)nc2c1)c1ncn[nH]1,0.1,7,10,-1,26*,22,-30,-1.2,2
Cc1ccccc1NS(=O)(=O)c1cc(C(=O)NCc2ccncc2)ccc1Cl,0.2,-2,-1,6,-6,-1,-2,1.6,0
CCOC(=O)C1CCN(C(=O)c2cccc(Cl)c2)CC1,0.1,7,1,6,5,1,-2,2.0,-4
CCC1Oc2ccccc2N(CC(=O)NCc2ccco2)C1=O (configuration not stated),0.0,1,0,-9,-4,-2,-2,-1.1,3
FC(F)(F)c1ccc(CN2CCCCCC2)cc1,0.0,1,-1,-12,0,4,x,-0.4,3
O=C(NCc1ccc(Cl)cc1)C1CC(O)CN1S(=O)(=O)c1ccc(Cl)cc1 (configuration not stated),-0.1,-10,1,2,-6,8,65,-2.3,0
Nc1ccc(Cl)c(S(=O)(=O)Nc2ccccc2Cl)c1,-0.1,0,-3,4,-5,-3,10,1.8,0

# A different layout for part of the listing above:
# Below each SMILES – Efflux pump inh | proCasp3 act | CTSL1 counter | procasp7 counter | PP1 inh | core dimer inh | GASC-1 inh | PP5 primary | TPT1 inhibitor
O=C1Cc2ccccc2C(=O)N1Cc1ccccc1
 : -0.2 | 0 | 1 | 13 | 2 | 42 | 5 | 5.0 | 3
COC(=O)C1CCN(C(=O)c2cc(S(=O)(=O)N3CCCCC3)ccc2Cl)CC1
 : 0.2 | 5 | x | -4 | -13 | x | 3 | 0.6 | x
O=[N+]([O-])c1ccccc1S(=O)(=O)N/C(=N/S(=O)(=O)c1ccccc1)c1ccccc1
 : 0.1 | 7 | x | -8 | x | x | 1 | x | x
O=C(Nc1ccc2oc(-c3cccc4ccccc34)nc2c1)c1ncn[nH]1
 : 0.1 | 7 | 10 | -1 | 26* | 22 | -30 | -1.2 | 2
Cc1ccccc1NS(=O)(=O)c1cc(C(=O)NCc2ccncc2)ccc1Cl
 : 0.2 | -2 | -1 | 6 | -6 | -1 | -2 | 1.6 | 0
CCOC(=O)C1CCN(C(=O)c2cccc(Cl)c2)CC1
 : 0.1 | 7 | 1 | 6 | 5 | 1 | -2 | 2.0 | -4
CCC1Oc2ccccc2N(CC(=O)NCc2ccco2)C1=O (configuration not stated)
 : 0.0 | 1 | 0 | -9 | -4 | -2 | -2 | -1.1 | 3

# Source: PubChem
